# GASC1 inh: KDM4C (human) demethylase inhibition | Q9H3R0 | GST-KDM4C 2-372, H3K9me3 peptide, LANCE TR-FRET | inhibition, % at 12.5 µM | hit rate 0.15% among 96,000 | AID 720574;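 active means mean replicate inhibition above about 25%, with at least 55% of replicates also reaching it, limit read from the data, passing the limit was not always enough; inconclusive means only one of those two conditions met; inactive means neither condition met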
# Target sequence (Q9H3R0 2-372 limits assumed): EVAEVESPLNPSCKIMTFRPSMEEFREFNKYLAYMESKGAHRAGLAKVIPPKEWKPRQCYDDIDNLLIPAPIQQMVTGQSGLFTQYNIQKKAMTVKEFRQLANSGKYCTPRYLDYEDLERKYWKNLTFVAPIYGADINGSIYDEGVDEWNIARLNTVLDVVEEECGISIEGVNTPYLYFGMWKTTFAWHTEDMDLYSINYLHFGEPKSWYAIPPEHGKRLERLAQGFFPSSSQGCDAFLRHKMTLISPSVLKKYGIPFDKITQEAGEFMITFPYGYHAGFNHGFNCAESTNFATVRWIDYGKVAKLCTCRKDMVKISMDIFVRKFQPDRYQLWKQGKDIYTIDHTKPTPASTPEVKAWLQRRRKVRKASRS
#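 System: N-terminal GST-fused human GASC-1 (KDM4C) fragment, residues 2-372 / Amount: 10 nM GST-KDM4C in enzyme reaction / Also added: H3K9me3 peptide with Fe(II)/2OG / Times: 30 min demethylation and 1 h detection at room temperature / Signal: LANCE TR-FRET / Read-out basis: Fall in 671/618 emission ratio as inhibition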
# Pf Dd2 growth: blocks growth of Plasmodium falciparum Dd2 parasites; P. falciparum Dd2 growth, SYBR Green, 72 h; stronger effect = lower value; activity change, % at 10 µM; hit rate 2.3% among 94,000; in the data active means activity change below about -80%; inconclusive means no clear call, values can overlap the other calls
# C diff HTS: blocks growth of Clostridium difficile. Clostridium difficile clinical isolate growth, OD600, 24 h; stronger effect = lower value. growth activity, negative = inhibition, % at 16 µg/mL (by protocol). hit rate 0.25% among 86,000. AID 1259249;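 active means mean growth activity at or below -80% and every replicate also at or below -80%; inconclusive means mean at or below -80% but some replicate above -80%; inactive means mean growth activity above -80%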;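 further: 0% = DMSO wells and -100% = levofloxacin 16 µg/mL wells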
# T cruzi growth: T. cruzi proliferation inhibition; T. cruzi beta-gal in NIH3T3, GalScreen luminescence, 90 h; inhibition, % at 8.34 µM; hit rate 5.9% among 77,000;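 active means mean inhibition above about 93%, with at least 55% of replicates each passing it, limit read from the data, passing the limit was not always enough; inconclusive means only one of those two conditions holds; inactive means neither condition holds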
# * marks the source's active call; other numbers are inactive results; ? = inconclusive; . = not tested or not shown; & = joins results of further samples. Rows are unselected; any-hit rate near 7.3%.
# A first look, 3 compounds:
SMILES,GASC1 inh,Pf Dd2 growth,C diff HTS,T cruzi growth
C[C@@H]1CN([C@H](C)CO)C(=O)c2cc(C#CCc3ccccc3)cnc2O[C@H]1CN(C)C(=O)C1CC1,-1.6,-69,.,21
COc1ccc(NC(=O)N(C)C[C@@H]2OCCCC[C@H](C)Oc3ccc(NC(=O)Nc4ccc(F)cc4)cc3C(=O)N([C@@H](C)CO)C[C@@H]2C)cc1,-2.8,-11,-6,101*
COc1cccc(C#Cc2cnc3c(c2)C(=O)N([C@H](C)CO)C[C@@H](C)[C@@H](CN(C)C(=O)C2CCC2)O3)c1,1.0,-84*,-1,.

# The list itself, from the first entry:
SMILES,GASC1 inh,Pf Dd2 growth,C diff HTS,T cruzi growth
C[C@@H]1CN([C@H](C)CO)C(=O)c2cc(C#CCc3ccccc3)cnc2O[C@H]1CN(C)C(=O)C1CC1,-1.6,-69,.,21
COc1ccc(NC(=O)N(C)C[C@@H]2OCCCC[C@H](C)Oc3ccc(NC(=O)Nc4ccc(F)cc4)cc3C(=O)N([C@@H](C)CO)C[C@@H]2C)cc1,-2.8,-11,-6,101*
COc1cccc(C#Cc2cnc3c(c2)C(=O)N([C@H](C)CO)C[C@@H](C)[C@@H](CN(C)C(=O)C2CCC2)O3)c1,1.0,-84*,-1,.
O=C(c1cccc(F)c1)N1CCCCN2[C@@H](CO)[C@@H](c3ccc(-c4ccncc4)cc3)[C@@H]2C1,-0.6,8,-6,82
CNC[C@@H]1Oc2ccc(NC(=O)C3CCCCC3)cc2CC(=O)N([C@@H](C)CO)C[C@H]1C,0.5,41,4,49
C[C@@H]1CN([C@@H](C)CO)C(=O)c2c(c3ccccc3n2C)-c2ccccc2CO[C@H]1CN(C)Cc1cccnc1,-0.5,-28,-2,92
C[C@H]1CN([C@@H](C)CO)S(=O)(=O)c2ccc(C#CC3CC3)cc2O[C@@H]1CN(C)C(=O)c1cccc(F)c1,-0.1,-8,4,.
COc1ccc(NC(=O)Nc2ccc3c(c2)C(=O)N([C@H](C)CO)C[C@H](C)[C@@H](CN(C)S(=O)(=O)c2cn(C)cn2)O3)cc1,.,22,-2,82
O=C(c1ccccc1F)N1C[C@@H]2[C@H](c3ccccc31)[C@H](CO)N2C(=O)C1CCCC1,-0.7,-42,6,71
C[C@@H]1CCCCO[C@@H](CN(C)C(=O)NC2CCCCC2)[C@H](C)CN([C@H](C)CO)C(=O)c2cc(NC(=O)C3CCCCC3)ccc2O1,-0.2,-60,-3,66

# Reprinted from the entries so far (3 entries):
SMILES,GASC1 inh,Pf Dd2 growth,C diff HTS,T cruzi growth
C[C@@H]1CN([C@H](C)CO)C(=O)c2cc(C#CCc3ccccc3)cnc2O[C@H]1CN(C)C(=O)C1CC1,-1.6,-69,.,21
COc1ccc(NC(=O)N(C)C[C@@H]2OCCCC[C@H](C)Oc3ccc(NC(=O)Nc4ccc(F)cc4)cc3C(=O)N([C@@H](C)CO)C[C@@H]2C)cc1,-2.8,-11,-6,101*
COc1cccc(C#Cc2cnc3c(c2)C(=O)N([C@H](C)CO)C[C@@H](C)[C@@H](CN(C)C(=O)C2CCC2)O3)c1,1.0,-84*,-1,.

# New compounds follow:
SMILES,GASC1 inh,Pf Dd2 growth,C diff HTS,T cruzi growth
C[C@H](O)C#Cc1cnc2c(c1)C(=O)N([C@H](C)CO)C[C@@H](C)[C@@H](CN(C)Cc1ccc(-c3ccccc3)cc1)O2,0.3,-8&25,-4&2,.
C[C@@H]1CCCCO[C@@H](CN(C)S(C)(=O)=O)[C@H](C)CN([C@@H](C)CO)C(=O)c2cc(NC(=O)NC3CCCCC3)ccc2O1,0.4,54,-3,-26
C[C@@H]1CN([C@@H](C)CO)C(=O)CCCn2nncc2CO[C@H]1CN(C)C(=O)CCCN(C)C,0.3,-7,-3,.
COc1cccc(S(=O)(=O)N[C@H]2CC[C@@H](CCN)O[C@H]2CO)c1,0.1,21,.,59
CNC(=O)C[C@H]1CC[C@H]2[C@H](COc3ccc(NC(=O)c4ccc(C(F)(F)F)cc4)cc3C(=O)N2C)O1,0.0,-9,0,3
C[C@H](CO)N1C[C@H](C)[C@H](CN(C)CC2CC2)OCCCC[C@H](C)Oc2ccc(NS(=O)(=O)c3cn(C)cn3)cc2C1=O,-0.6,13,3,-22
N#C[C@H]1[C@H](c2ccccc2C2=CCCCC2)[C@H](CO)N1S(=O)(=O)c1cccc(F)c1,9.4,-31,41,.
COc1ccc(C#Cc2ccc3c(c2)O[C@@H](CN(C)C(=O)c2ccccn2)[C@H](C)CN([C@H](C)CO)S3(=O)=O)cc1,-6.0,-54,-5,.
CC(=O)N(C)C[C@H]1Oc2cc(C#CC3CC3)ccc2S(=O)(=O)N([C@@H](C)CO)C[C@H]1C,2.0,25,2,21
COc1ccccc1-c1ccc([C@@H]2[C@H]3CN(C(=O)NC4CCCC4)CCCCN3[C@H]2CO)cc1,-0.3,1,8,68
C[C@@H]1CCCCO[C@H](CN(C)C(=O)CCC(F)(F)F)[C@H](C)CN([C@@H](C)CO)C(=O)c2cc(NS(=O)(=O)c3cccs3)ccc2O1,-1.5,-55,2,46
CC(C)NC(=O)Nc1ccc2c(c1)C(=O)N([C@H](C)CO)C[C@@H](C)[C@H](CN(C)S(C)(=O)=O)OCCCC[C@@H](C)O2,-0.4,30,.,-47
COc1ccc(S(=O)(=O)Nc2ccc3c(c2)C(=O)N([C@H](C)CO)C[C@H](C)[C@@H](CN(C)Cc2ccccc2)O3)cc1,2.3,2,-6,30
C[C@@H]1CN([C@@H](C)CO)S(=O)(=O)c2ccc(/C=C/c3ccccc3)cc2O[C@@H]1CN(C)C(=O)Nc1cc(F)ccc1F,-5.2,-56,0,.
C[C@@H]1CN([C@H](C)CO)C(=O)c2cc(NC(=O)Nc3ccccc3)ccc2O[C@@H](C)CCCCO[C@H]1CN(C)S(=O)(=O)c1ccccc1,0.0,-79,.,32
CC(C)NC(=O)N(C)C[C@H]1Oc2ccc(NC(=O)Cc3cn(C)c4ccccc34)cc2CC(=O)N([C@H](C)CO)C[C@H]1C,-0.9,6,1,-24
C[C@H]1CN([C@@H](C)CO)C(=O)c2cc(C#Cc3cccnc3)cnc2O[C@@H]1CN(C)C,-2.4,13,-4,10
O=C(NCC[C@H]1CC[C@@H](NS(=O)(=O)c2ccc(F)cc2)[C@@H](CO)O1)c1ccccc1F,0.5,-3,-1,.
Cn1cnc(S(=O)(=O)N2CC[C@@H]3[C@H]2c2cc(-c4cccc(F)c4)ccc2N[C@@H]3CO)c1,-1.0,18,-13,?
C[C@@H]1CN([C@H](C)CO)C(=O)CCCn2nncc2CO[C@H]1CN(C)C(=O)Nc1ccc(C(C)(C)C)cc1,-1.1,17,-1,-9
C[C@H](CO)N1C[C@H](C)[C@H](CN(C)C(=O)NC2CCCCC2)Oc2ccc(NC(=O)Nc3ccc4c(c3)OCO4)cc2C1=O,-2.4,28,-2,-16
CS(=O)(=O)N1CC(=O)N2[C@@H](CO)[C@H](c3ccc(C#CCC4CCCC4)cc3)[C@@H]2C1,-2.8,-26,-13,.
C[C@@H]1CN([C@@H](C)CO)C(=O)c2cc(NC(=O)CCC(F)(F)F)ccc2O[C@H]1CN(C)Cc1ccc(-c2ccccc2)cc1,-0.8,-66,1,78
O=S(=O)(c1ccccc1)N1CCCCN2[C@H](C1)[C@@H](c1ccc(C#CC3CCCC3)cc1)[C@@H]2CO,0.0,-6,-1,92
O=C(C[C@H]1CC[C@H](NC(=O)C2CC2)[C@@H](CO)O1)Nc1ccccc1,1.2,-8,1,62
COc1cccc(S(=O)(=O)Nc2ccc3c(c2)[C@@H]2C[C@@H](CC(=O)NCc4ccc(Cl)cc4)O[C@@H](CO)[C@@H]2O3)c1,3.2,-40,-1,78
CCC(=O)N1[C@H](CO)[C@H](c2ccc(-c3ccccc3)cc2)[C@H]1CNC(=O)COC,-0.7,6,-8,.
C[C@@H]1CN([C@H](C)CO)S(=O)(=O)c2ccc(-c3ccncc3)cc2O[C@H]1CN(C)C(=O)c1ccc2c(c1)OCO2,1.8,-62,-1,105*
COCC(=O)Nc1ccc2c(c1)C(=O)N(C)C[C@@H](OC)[C@@H](C)CN(Cc1cccnc1)[C@H](C)CO2,-0.3,6,.,-4
C[C@H](CO)N1C[C@H](C)[C@H](CN(C)C(=O)Nc2ccccc2)OCCCC[C@H](C)Oc2ccc(N(C)C)cc2C1=O,19,-38,2,44
Cc1noc(C)c1NC(=O)N(C)C[C@@H]1OCCCC[C@H](C)Oc2ccc(NS(=O)(=O)c3cccs3)cc2C(=O)N([C@@H](C)CO)C[C@@H]1C,-0.3,-36,8,8
COc1ccc(NC(=O)Nc2ccc3c(c2)C(=O)N([C@@H](C)CO)C[C@@H](C)[C@H](CN(C)C(=O)NC2CCCCC2)O3)cc1,0.5,-3,1,12
O=C(NC[C@@H]1CC[C@@H]2[C@@H](CN2S(=O)(=O)c2ccccc2[N+](=O)[O-])O1)Nc1ccccc1,.,-38,1,.
CCCC#Cc1cnc2c(c1)C(=O)N([C@@H](C)CO)C[C@H](C)[C@@H](CN(C)C(=O)Cc1ccncc1)O2,-0.9,-35,-6,44
O=C(NC1CCCC1)N1CC2(C1)[C@@H](c1ccccc1)[C@@H](CO)N2S(=O)(=O)Cc1ccccc1,1.0,64,-3,.
C[C@@H]1CN([C@@H](C)CO)C(=O)c2cc(NS(=O)(=O)c3ccccc3)ccc2O[C@H]1CN(C)Cc1ccc(C(=O)O)cc1,0.3,14,2,-115
CCS(=O)(=O)NCC[C@H]1CC[C@H](NC(=O)C2CC2)[C@H](CO)O1,1.0,10,4,.
CCCC#Cc1ccc([C@@H]2[C@H](CO)N3C(=O)CN(C(=O)NCCC)C[C@@H]23)cc1,-2.3,-9,-11,.
O=C(N[C@@H]1CC[C@H](CCNS(=O)(=O)c2ccc(F)cc2)O[C@H]1CO)C1CCOCC1,2.7,13,.,48
C[C@H](CO)N1C[C@H](C)[C@@H](CN(C)Cc2ccncc2)Oc2ccc(NS(=O)(=O)c3cccs3)cc2CC1=O,-0.1,-14,12,1
COc1ccc(NC(=O)N(C)C[C@H]2OCCCC[C@H](C)Oc3ccc(NC(=O)Nc4ccccc4)cc3C(=O)N([C@H](C)CO)C[C@@H]2C)cc1,-1.1,4,-4,25
O=C(C[C@H]1CC[C@@H]2[C@H](COC[C@H](O)CN2S(=O)(=O)c2ccccc2)O1)Nc1ccc(-c2ccccc2)cc1,-1.7,-20,.,88
COc1ccc(NC(=O)Nc2ccc3c(c2)CC(=O)N([C@H](C)CO)C[C@H](C)[C@H](CN(C)C(=O)Nc2cccc4ccccc24)O3)cc1,-0.8,2,1,48
COC(=O)C[C@H]1C[C@H]2c3cc(NC(=O)CC4CC4)ccc3O[C@H]2[C@@H](CO)O1,-3.2,14,-1,-1
COc1ccccc1-c1cn(CC[C@@H]2CC[C@H](NC(=O)NC(C)C)[C@@H](CO)O2)nn1,-0.3,-4,1,12
C[C@@H]1CN([C@@H](C)CO)C(=O)Cc2cc(NC(=O)CCC(F)(F)F)ccc2O[C@@H]1CN(C)Cc1ccc(C(F)(F)F)cc1,-1.4,-3,-3,.
CCCNC(=O)N1[C@H](CO)[C@H](c2ccc(C3=CCCC3)cc2)[C@H]1CNC(=O)CC,-0.9,-35,3,25
CNC[C@@H]1Oc2cc(C#CCOC)ccc2S(=O)(=O)N([C@@H](C)CO)C[C@@H]1C,-0.6,-63,-3,.
COc1ccc2c3c(n(C)c2c1)[C@@H](CO)N(C(=O)C1CCC1)CC31CCN(Cc2cccc(F)c2)CC1,-0.1,-72,-3,.
COc1ccc(S(=O)(=O)N(C)C[C@@H]2Oc3c(NC(=O)Nc4c(C)noc4C)cccc3C(=O)N([C@@H](C)CO)C[C@@H]2C)cc1,1.8,1,-1,1

# Next part.
SMILES,GASC1 inh,Pf Dd2 growth,C diff HTS,T cruzi growth
Cc1noc(C)c1NC(=O)Nc1ccc2c(c1)C(=O)N([C@@H](C)CO)C[C@@H](C)[C@H](CN(C)CC1CCCCC1)OCCCC[C@@H](C)O2,0.7,13,8,4
CCCNC(=O)C[C@@H]1CC[C@H]2[C@H](COc3ccc(NC(=O)c4cc(F)cc(F)c4)cc3C(=O)N2C)O1,0.7,0,-12,4
COc1ccc(CN(C)C[C@@H]2Oc3ccc(NC(=O)Nc4ccc(OC)cc4)cc3CC(=O)N([C@H](C)CO)C[C@H]2C)cc1,-0.8,20,-5,33
CN(C)CC#Cc1ccc([C@@H]2[C@@H](CO)N3CCCCN(C(=O)C4CCC4)C[C@@H]23)cc1,3.5,-9,0,79
COCC(=O)Nc1ccc2c(c1)OC[C@H](C)N(C(=O)c1cccnc1)C[C@@H](C)[C@H](OC)CN(C)C2=O,-1.3,8,6,20
CN(C)CC(=O)N1CCCCN2[C@H](CO)[C@@H](c3ccc(-c4cncnc4)cc3)[C@H]2C1,1.6,23,-1,-18
CNC[C@@H]1Oc2ccc(NC(=O)Nc3ccc(F)cc3)cc2C(=O)N([C@H](C)CO)C[C@@H]1C,0.7,17,0&-1,.
COc1ccc2c3c(n(C)c2c1)[C@H](CO)N(S(C)(=O)=O)CC31CCN(CC2CC2)CC1,1.4,-37,1,.
O=C(C[C@H]1CC[C@H](NS(=O)(=O)c2ccc(F)cc2)[C@@H](CO)O1)NC1CCC1,8.6,16,5,-21

# High-throughput results (PubChem BioAssay)
